ARNT TACC3 PPI: disruptors of human ARNT/TACC3 interaction; Q9Y6A5; AlphaScreen His-ARNT PAS-B/GST-TACC3 binding, luminescence; TACC3 fragment carries E629A point mutation; inhibition, % at 9.99 µM; actives 0.66% (n = 390,000); AID 623870;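 active = mean inhibition of replicates at least 50% and at least half of replicates each reaching 50%; inconclusive = half or more replicates reach 50% but mean below 50%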;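 also: 0% = complete ARNT plus TACC3 wells and 100% = ARNT alone without TACC3; many hits fall short of the cut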
miR122 inh: miR-122 inhibition in Huh7 cells; Huh7 miR-122 Renilla luciferase sensor, 48 h; neutral wells = 0, positive control = 100; activation (reporter increase), % at 12.5 µM; actives 0.3% (n = 340,000); AID 602342;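 active = mean replicate activation score at least 90 and every replicate individually at or above 90; inconclusive = only one of the two criteria met; inactive = neither criterion met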;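 also: higher luciferase means less miR-122 activity so hits act as miR-122 inhibitors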
ERp5 block: ERp5 (human) disulfide isomerase inhibition; Q15084; ERp5 insulin aggregation, absorbance 650 nm, 90 min; inhibition, % at 9.99 µM; actives 0.05% (n = 350,000); AID 651711;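 active = mean replicate inhibition above about 25%, with every replicate also reaching it, limit read from the data, passing the limit was not always enough; inconclusive = only one of those two criteria met; inactive = neither criterion met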
Target sequence (Q15084 whole entry, looked up): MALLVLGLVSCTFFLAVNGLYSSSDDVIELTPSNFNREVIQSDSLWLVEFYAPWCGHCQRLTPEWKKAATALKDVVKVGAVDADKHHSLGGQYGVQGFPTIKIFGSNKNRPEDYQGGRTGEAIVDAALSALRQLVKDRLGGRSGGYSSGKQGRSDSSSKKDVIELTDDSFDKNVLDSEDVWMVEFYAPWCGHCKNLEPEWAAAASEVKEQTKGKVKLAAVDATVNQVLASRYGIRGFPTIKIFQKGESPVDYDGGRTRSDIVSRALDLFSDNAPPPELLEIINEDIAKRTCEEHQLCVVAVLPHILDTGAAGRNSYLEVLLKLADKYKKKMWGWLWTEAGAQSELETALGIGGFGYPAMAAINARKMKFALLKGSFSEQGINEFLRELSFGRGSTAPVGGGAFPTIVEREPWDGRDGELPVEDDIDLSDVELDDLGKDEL
esBAF inh: SWI/SNF esBAF complex inhibition | AID 602393 | mouse ES cells, Bmi1-luciferase knock-in reporter, 24 h; 100% = twice the neutral-well signal | reporter increase, % at 12.5 µM | actives 2% (n = 350,000); in the data active = activation above about 40%; inconclusive = no clear call, values can overlap the other calls;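 also: 0% = median of the plate's neutral control wells and 100% = double that signal; a rise in the Bmi1 reporter signal indicates esBAF inhibition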
Statin myotox sup: suppressors of simvastatin-induced myotoxicity in C2C12 myotubes. rescue of ATP level, % at 7.49 µM. AID 602340. actives 0.78% (n = 330,000). ATP luminescence, 48 h; scaled: DMSO 0, geranylgeraniol control 100;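 active = mean ATP rescue above about 67%, or every replicate alone reaching that limit, limit read from the data, passing the limit was not always enough; inconclusive = no clear call, values can overlap the other calls; inactive = mean under the limit and some replicate under it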;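 also: myotubes were challenged with 10 µM simvastatin during compound exposure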
Cneo AK release: Cryptococcus neoformans lysis via adenylate kinase release; C. neoformans lysis, adenylate kinase release luminescence, 4 h; normalised: neutral wells 0, clomiphene wells 100; lysis activity, % at 15 µM; actives 0.2% (n = 360,000); AID 651654;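 active = mean lysis activity across replicates of at least 80%, whatever share of replicates individually reach that level; inactive = mean lysis activity below 80%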
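Assay system: Cryptococcus neoformans yeast cells / Dosing: single-point compound dose / Timing: 4 h at 37 °C static, read 1 h later / Measured by: luminescence of released adenylate kinase using an AK detection reagent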
SIRT5 inh: inhibitors of human sirtuin-5 desuccinylase; Purified SirT5, succinyl-peptide AMC, trypsin-coupled fluorescence; inhibition, % at 15 µM; actives 1.1% (n = 330,000); in the data active = inhibition above about 15%; inconclusive = no clear call, values can overlap the other calls
Target sequence (Q9NXA8 whole entry, looked up): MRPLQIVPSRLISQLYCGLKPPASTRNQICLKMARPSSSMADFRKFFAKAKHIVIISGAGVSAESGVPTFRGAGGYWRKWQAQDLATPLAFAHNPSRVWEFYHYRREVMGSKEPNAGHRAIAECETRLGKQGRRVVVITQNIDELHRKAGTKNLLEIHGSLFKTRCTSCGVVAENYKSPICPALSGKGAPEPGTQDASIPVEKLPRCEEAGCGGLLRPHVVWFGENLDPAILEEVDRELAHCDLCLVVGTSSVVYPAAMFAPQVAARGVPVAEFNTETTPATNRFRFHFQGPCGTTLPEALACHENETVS
* marks the source's active call; other numbers are inactive results; ? = inconclusive; / = not tested or not shown; [ ] = dose if it differs, or a comment.

Below each SMILES: ARNT TACC3 PPI, miR122 inh, ERp5 block, esBAF inh, Statin myotox sup, Cneo AK release, SIRT5 inh
COc1ccc(C(=O)O/N=C/c2ccc(S(=O)(=O)c3ccc(Cl)cc3)nc2)cc1
    -0.8, 25.8, -1.7, -8.4, -6.6, -1.0, -0.5
C[C@H]1CN([C@@H](C)CO)C(=O)c2cc(C#CCN(C)C)cnc2O[C@H]1CN(C)Cc1ccccc1
    2.5, -1.8[16.7 µM], 2.8, 4.4, -12.7, -1.7, 0.0
O=S(=O)(Cc1ccccc1)N1CCN(C2Cc3ccccc3C2)CC1
    -3.7, -3.1, /, -4.5, -3.6, -1.2, /
C[C@@H]1CN([C@@H](C)CO)C(=O)c2cc(NC(=O)Nc3cccc4ccccc34)ccc2O[C@@H](C)CCCCO[C@H]1CN(C)Cc1ccc(C(=O)O)cc1
    -0.4, -2.7[16.7 µM], -1.6, 1.2, /, -2.7, 4.3
O=C(CSc1nc2ccccc2o1)NCc1n[nH]c(=O)c2ccccc12
    -7.1, 1.7, /, 1.5, -22.7, -1.3, /
CCCNC(=O)C1CC2Cn3c(nc4ccccc43)C2N1C (stereo unspecified)
    -2.1, /, -6.1, -2.4, -8.9, 1.5, 0.1
COc1ccc(O)c(C(=O)c2cnn(-c3ccccn3)c2)c1
    4.2, -3.0, 7.6, ?, 6.7, -3.9, 1.8
Cc1ccc2c(c1)nnn2C1CCN(CC(=O)N2CCN(c3ccc(F)cc3)CC2)CC1
    -3.9, -5.9, /, 8.7, -6.0, -1.2, /
O=[N+]([O-])c1ccc(NN=C(Oc2ccccc2)c2ccc([N+](=O)[O-])cc2)cc1
    /, 1.7, 6.9, -5.3, -1.0, 0.0, /
CC(=O)NC[C@@H]1[C@H](c2ccc(-c3cccnc3)cc2)[C@H](CO)N1C(=O)C1CC1
    -10.5, -21.4[16.7 µM], 6.5, -3.6, 6.1, 0.4, -1.6
O=C(c1ccoc1)N1CCN(c2cc(-c3ccccc3)nc3cc(-c4ccc(Br)cc4)nn23)CC1
    /, -5.5, 0.4, -5.0, 1.9, -0.1, -9.7
O=C(Nc1ccc2nsnc2c1)C1CC1
    /, -2.0, 1.3, -10.4, -22.5, 3.5, /
Cc1cc(C)c(C)c(S(=O)(=O)N[C@@H](C)C(=O)OCc2cc(=O)n3cc(Br)ccc3n2)c1C
    /, -1.7, 3.2, -6.7, -0.1, -0.5, -0.2
CC(=O)O[C@H]1C(=O)[C@@]2(C)[C@H]([C@H](OC(=O)c3ccccc3)[C@]3(O)C[C@H](OC(=O)[C@H](O)[C@@H](NC(=O)c4ccccc4)c4ccccc4)C(C)=C1C3(C)C)[C@]1(OC(C)=O)CO[C@@H]1C[C@@H]2O
    -0.5, 15.0, -4.3, -6.0, -8.9, -1.7, 0.1
O=C(Cc1ccccc1[N+](=O)[O-])NCc1ccco1
    6.1, /, -4.9, /, /, /, 1.3
C[C@H]1CN([C@@H](C)CO)C(=O)c2cc(NS(C)(=O)=O)ccc2O[C@H]1CN(C)C
    5.4, 18.6[16.7 µM], -1.1, 1.6, 5.3, 2.4, -3.1
COc1ccc(C(=O)COC(=O)[C@@H](NS(=O)(=O)c2ccccc2)C(C)C)cc1
    -8.9, -11.3, 2.2, 2.6, 0.2, -0.1, 0.0
OCCC1CN(Cc2cccn2-c2ccccn2)CCN1Cc1ccccc1 (stereo unspecified)
    -10.2, -0.5, 4.2, 0.7, 5.6, /, 4.4
COc1ccc(/C=N\NC(=O)C2COc3ccccc3O2)cc1O (stereo unspecified)
    15.1, /, 0.2, /, /, /, 1.9
CC1=C(C(=O)N2CCOCC2)CC(CC(=O)NC(c2ccccc2)c2ccccc2)C(=O)N1CCC1=CCCCC1 (stereo unspecified)
    /, -5.7, 15.7, 10.3, 8.8, -11.6, -1.5
OCC[C@H]1C[C@@H](O)[C@H](O)[C@@]2(CCCO2)O1
    1.9, -1.0, 8.0, /, /, -1.4, -1.5
C[C@@H]1CN([C@@H](C)CO)C(=O)Cc2cc(NC(=O)CCC(F)(F)F)ccc2O[C@H]1CN(C)Cc1ccc2c(c1)OCO2
    0.3, -2.7[16.7 µM], -2.6, -1.2, 5.7, -0.3, 5.2
COc1ccc(CN2C3CCCC2CC(NC(=O)Nc2cccc(C)c2)C3)cc1 (stereo unspecified)
    2.9, -4.3, /, /, /, -4.2, /
CC(=O)Nc1ccc(S(=O)(=O)N(C)CC(=O)N/N=C/c2ccc(C(=O)O)cc2)cc1
    -1.1, -9.1, -2.9, -1.2, 6.2, 4.6, -1.5
Cc1cc(C)n(C(=O)CN2C(=O)CCC2=O)n1
    -1.9, -1.8, /, 4.5, 1.4, -5.2, /
CCOc1cc(/C=N/NC(=O)C2CCCC2)ccc1O
    1.8, -2.4, 2.4, /, /, -0.5, 0.4
COc1ccc(C(=O)Nc2ccc3c(c2)OCO3)cc1OC
    0.2, -0.7, 0.5, 53.2*, -41.2, -2.3, -1.9
COc1ccccc1N(CC(=O)N/N=C(\C)c1ccccc1O)S(=O)(=O)c1ccc(C)cc1
    -7.1, 11.3, -2.9, -7.3, 10.9, -3.2, -6.2
COc1ccc(CCNC(=O)/C(C#N)=C2\N=C(NC(=O)c3ccco3)c3ccccc32)cc1
    /, -7.1, 5.1, 2.2, -9.8, -1.5, -3.0
C[C@H](CO)N1C[C@H](C)[C@@H](CN(C)Cc2ccccc2F)Oc2ncc(/C=C/c3ccccc3)cc2C1=O
    20.5, 3.2[16.7 µM], -2.0, -3.2, 36.3, 4.0, 2.1

Brought forward from above: three entries, followed by the next part.
Below each SMILES: ARNT TACC3 PPI, miR122 inh, ERp5 block, esBAF inh, Statin myotox sup, Cneo AK release, SIRT5 inh
COc1ccccc1N(CC(=O)N/N=C(\C)c1ccccc1O)S(=O)(=O)c1ccc(C)cc1
    -7.1, 11.3, -2.9, -7.3, 10.9, -3.2, -6.2
COc1ccc(CCNC(=O)/C(C#N)=C2\N=C(NC(=O)c3ccco3)c3ccccc32)cc1
    /, -7.1, 5.1, 2.2, -9.8, -1.5, -3.0
C[C@H](CO)N1C[C@H](C)[C@@H](CN(C)Cc2ccccc2F)Oc2ncc(/C=C/c3ccccc3)cc2C1=O
    20.5, 3.2[16.7 µM], -2.0, -3.2, 36.3, 4.0, 2.1
CCC(=O)Nc1ccc2c(c1)OC[C@H](C)N(CC1CCCCC1)C[C@H](C)[C@H](OC)CN(C)C2=O
    5.0, 0.0[16.7 µM], /, -2.6, -7.5, 0.7, /
CCCC#Cc1ccc2c(c1)O[C@H](CN(C)C(=O)C1CCCCC1)[C@H](C)CN([C@H](C)CO)S2(=O)=O
    /, -18.6[16.7 µM], /, 0.8, -74.0, /, /
COc1ccc(S(=O)(=O)N[C@@H]2C=C[C@H](CC(=O)NCCc3ccncc3)O[C@@H]2CO)cc1
    14.4, /, -1.5, 0.7, -9.6, -0.9, -3.4
CCOC(=O)c1c(-c2ccccc2)oc2ccc(O)c(CN3CCN(C)CC3)c12
    3.6, -10.5, -6.7, 1.9, -11.0, 4.7, -5.7
CC(=O)N[C@@H](Cc1c[nH]c2ccccc12)C(=O)NCc1ccccc1
    6.6, 2.2, 2.2, -8.3, 0.6, 0.6, -3.0
COc1ccc(-n2c(COc3cccc4ccccc34)nnc2SCC(=O)NCc2ccco2)cc1
    /, -16.5, /, 8.2, -8.1, -1.6, /
COc1ccc(CN(C)C[C@@H]2Oc3ccc(NC(=O)CCN4CCOCC4)cc3C(=O)N([C@H](C)CO)C[C@H]2C)cc1
    4.3, -2.1[16.7 µM], 4.6, -0.8, 50.5, -6.8, -6.2
C[C@H]1CN([C@@H](C)CO)C(=O)c2cc(NC(=O)C3CC3)ccc2O[C@H]1CN(C)S(=O)(=O)c1ccccc1
    -4.4, 1.2[16.7 µM], 1.1, 3.9, -10.5, -0.9, 3.7
COc1cccc(S(=O)(=O)N2CCCCN3[C@H](CO)[C@@H](c4ccc(-c5cncnc5)cc4)[C@H]3C2)c1
    5.4, 0.8[16.7 µM], 3.0, /, /, 2.7, -0.3
O=C(NCC1CCCN1S(=O)(=O)c1cccs1)c1cccc(F)c1 (stereo unspecified)
    -0.6, /, -7.5, /, /, /, -5.3
COc1ccc(NC(=O)N(C)C[C@H]2OCCCC[C@@H](C)Oc3ccc(NS(=O)(=O)c4ccc(OC)cc4)cc3C(=O)N([C@H](C)CO)C[C@@H]2C)cc1
    -15.0, 8.3[16.7 µM], /, -0.7, /, 0.2, /
COC(=O)c1cc(CNC(=O)c2sccc2-c2ccccc2)ccc1OC
    -3.2, -0.2, 6.7, 9.9, 10.5, -0.2, -0.3
COc1ccc(/C=C/C(=O)OCC(=O)NC2CCCCC2C)c(OC)c1 (stereo unspecified)
    7.1, /, 0.5, -1.2, 10.6, 1.6, -0.5
C[C@@H]1CN([C@@H](C)CO)C(=O)c2cccc(NC(=O)c3ccncc3)c2O[C@H]1CN(C)C(=O)Nc1ccccc1
    5.8, 0.0[16.7 µM], -3.9, -3.9, 2.5, 108.6*, 0.7
CCCNC(=O)c1ccc(OC)cc1OC
    -12.5, -5.0, /, -1.1, -0.2, -6.2, /
CC(C)CSc1nc2ccccc2n1CC(=O)O
    -2.1, 2.7, 3.4, -6.4, 0.9, -4.0, -0.8
C[C@H](CO)N1C[C@H](C)[C@@H](CN(C)Cc2ccccn2)Oc2ncc(C#C[C@@H](C)O)cc2C1=O
    5.1, 5.1[16.7 µM], -8.1, 2.7, 4.6, -0.6, 4.1
COc1cccc(S(=O)(=O)N(C)C[C@@H]2Oc3ncc(-c4cccc(C(=O)N(C)C)c4)cc3C(=O)N([C@H](C)CO)C[C@@H]2C)c1
    1.0, 3.3[16.7 µM], 0.7, -5.2, 6.9, 2.1, -4.0
COc1ccc(-n2c(C)cc(SC)c(C(C)=O)c2=S)cc1
    0.8, -3.3, /, 1.1, -8.0, 3.7, /
O=C(NCc1ccccc1)/C(=C/c1ccco1)NC(=O)c1ccco1
    0.0, 1.4, -5.3, -6.5, 29.1, 1.5, 1.6
Cc1ccc(S(=O)(=O)N2CCCOC2CNC(=O)C(=O)NCc2ccc3c(c2)OCO3)cc1 (stereo unspecified)
    7.3, /, 0.8, -5.5, 5.6, -6.5, -3.9
COc1cccc(C(O)c2nc(-c3cnn(C)c3)cs2)c1 (stereo unspecified)
    /, -1.5, -5.5, -1.1, -1.8, 3.1, -2.5
Cc1cccc(N(CC(=O)NC2CC3CCC2C3)S(=O)(=O)c2ccccc2)c1 (stereo unspecified)
    -1.1, 5.8, 2.7, 4.9, -4.3, 1.7, 1.5
O=[N+]([O-])c1ccc(OCCCCN2CCCCC2)cc1
    2.2, -1.0, /, /, /, -2.6, /
COc1ccc(S(=O)(=O)N2CCOCC2)cc1C(=O)N1CCCC1
    1.0, 0.5, 0.7, /, /, 1.1, 1.2
O=C(c1cc(-c2ccco2)on1)N1CCN(c2ccccc2)CC1
    2.2, /, 5.9, 1.0, 15.3, 4.8, -5.2

Screens as filed in PubChem BioAssay.
